Screening data (PubChem BioAssay)
PI4K2A block – PI4K2A (human) kinase inhibition; purified PI4K2A, ADP-Glo luminescence, 1 h; hits give low values; activity change, negative = inhibition, % at 76.9 µM; 420,000 compounds, 0.13% hits; in the data active means activity change below about -50%; inconclusive means mostly about -30% to -49%;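 further: -100% = wells without enzyme as full effect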
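PI4K2A activity was measured by ADP-Glo luminescence: enzyme (4 ug/mL stock) and phosphatidylinositol (1.2 mM stock) in Tris pH 7.5/MgCl2/EGTA/Triton X-100 buffer were reacted with ATP (300 microM stock) for one hour at ambient temperature.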
ERG-DNA inh – inhibitors of human ERG Ets domain-DNA interaction; P11308; fluorescence polarization, His-ERG Ets domain / labelled DNA; Potency, µM (titrated, usually from 76.9 µM), without a hit: at the highest dose FP activity, negative = inhibition, most hits filed as inhibitors; 370,000 compounds, 0.028% hits; AID 624246; active means well fitted inhibition curve with a large enough effect in the polarisation, with a control signal flat; inconclusive means small, poorly fitted or top-dose-only effect, or effect the other way, or a change in a side signal; inactive means no such curve, though single readings can be large or run the other way; the % refers to the polarisation;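 further: polarization taken with two DNA probes labelled with fluorescein and Texas red; potency means the concentration at half of the fitted maximal effect; % of control where 0% means no effect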
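His-tagged ERG Ets domain (1 uM in the protein solution; 300mM KCl, 50mM Tris-HCl, 1mM EDTA, 1mM DTT, pH 7.5) received compound, then a probe mix of 5 nM fluorescein-DNA and 100nM Texas-615-DNA. Fluorescence polarization was read for both dyes.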
JMJD2A Tudor – JMJD2A Tudor domain (human) inhibition. O75164. AID 504339. AlphaScreen JMJD2A-Tudor / H3K4me3 peptide binding. 390,000 compounds, 4.4% hits. Potency, µM (titrated, usually from 114 µM), without a hit: at the highest dose activity change, negative = inhibition, actives largely listed as inhibitors; further: potency means the concentration at half of the fitted maximal effect; on the % scale 0 is the no-effect control and ±100 the full control effect; nearly all actives have a fitted effect of over 50% in size
G9a inh – blocks human histone lysine methyltransferase G9a; G9a H3K9 monomethylation, AlphaScreen, 2 h; AID 504332; Potency, µM (doses to about 102 µM), for the others: top-dose activity, negative = inhibition, most hits filed as inhibitors; 350,000 compounds, 8.8% hits; Q96KQ7; further: potency means the concentration at half of the fitted maximal effect; on the % scale 0 is the no-effect control and ±100 the full control effect; nearly all actives have a fitted effect of over 75% in size
Target sequence (Q96KQ7 913-1193 limits assumed): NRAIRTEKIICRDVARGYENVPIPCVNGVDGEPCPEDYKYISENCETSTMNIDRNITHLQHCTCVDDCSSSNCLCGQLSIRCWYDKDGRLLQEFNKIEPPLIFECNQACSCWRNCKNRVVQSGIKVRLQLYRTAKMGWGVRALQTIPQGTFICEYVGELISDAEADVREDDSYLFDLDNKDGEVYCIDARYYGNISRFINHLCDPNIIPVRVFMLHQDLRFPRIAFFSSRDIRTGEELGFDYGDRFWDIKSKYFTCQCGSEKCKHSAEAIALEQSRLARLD
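Methyltransferase reactions run at room temperature for 2 h (20 nM enzyme, 500 nM biotin-H3K9 peptide, 20 uM SAM) after a 15 min compound preincubation; product detected by AlphaScreen beads and anti-H3K9me1 antibody.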
HP1b binding inh – inhibitors of HP1-beta chromodomain binding to methylated histone tails | 390,000 compounds, 0.56% hits | AID 540317 | P83916 | Potency, µM (top dose mostly 114 µM), for the others: at the top dose activity change, negative = inhibition, most hits filed as inhibitors | AlphaScreen HP1-beta / biotin-H3K9me3 peptide binding; further: potency means the concentration at half of the fitted maximal effect; nearly all actives have a fitted effect of over 70% in size; inactives centre near 23
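HP1-beta protein (50 nM final) preincubated 30 min at room temperature with biotinylated H3(1-18)K9me3 peptide (50 nM) in PBS pH 7.4, 0.01% Tween-20, then compound added for 30 min. AlphaScreen streptavidin donor/nickel chelate acceptor beads (10 ug/mL final), 30 min dark, luminescence read.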
BAZ2B inh – blocks human BAZ2B. AlphaScreen BAZ2B-H3K14Ac peptide displacement. Potency, µM (series often up to 114 µM), inactives show at the top dose activity change, negative = inhibition, hits mostly inhibitors. 360,000 compounds, 4.4% hits; further: potency means the concentration at half of the fitted maximal effect; on the % scale 0 is the no-effect control and ±100 the full control effect; nearly all actives have a fitted effect of over 60% in size
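BAZ2B (50 nM) with biotin-H3(5-23)K14Ac peptide (50 nM) in PBS pH 7.4, 0.01% Tween-20, preformed 30 min, then compound 30 min at room temperature; top concentration 110uM. AlphaScreen streptavidin donor/nickel chelate acceptor beads (10 ug/mL final), 20 min dark, signal read.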
PGK inhibitor – blocks T. brucei phosphoglycerate kinase; PGK/GAPDH coupled, Kinase-Glo luminescence, 60 min; 380,000 compounds, 0.043% hits; Potency, µM (titrated, usually from 57.5 µM), without a hit: at the top dose activity change, negative = inhibition, most hits filed as inhibitors; P07378; further: potency means the concentration at half of the fitted maximal effect; on the % scale 0 is the no-effect control and ±100 the full control effect; nearly all actives have a fitted effect of over 60% in size
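Luminescent ATP detection (Kinase-Glo Plus) follows a 60-minute room-temperature incubation, with wells lacking PGK as controls. Buffer: 100 mM TEA (pH 7.6), 5 mM MgCl2, 0.01% Tween-20. Coupling enzyme GAPDH (100 nM final) supplies unstable 1,3-BPG in-well.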
Pin1 inhibitor – inhibitors of human Pin1; Q13526; Pin1 FP peptide displacement, HiFluor488, 10 min; Potency, µM (doses to about 115 µM), without a hit: at the highest dose activity, negative = inhibition, actives largely listed as inhibitors; 390,000 compounds, 0.009% hits; AID 504891; active means well fitted inhibition curve with a large enough effect in the polarisation, with a control signal flat, not every such curve was filed as active; inconclusive means small, poorly fitted or top-dose-only effect, or effect the other way, or a change in a side signal; inactive means no such curve, though single readings can be large or run the other way; the % refers to the polarisation; further: potency means the concentration at half of the fitted maximal effect; on the % scale 0 is the no-effect control and ±100 the full control effect
Target sequence (Q13526 whole entry, looked up): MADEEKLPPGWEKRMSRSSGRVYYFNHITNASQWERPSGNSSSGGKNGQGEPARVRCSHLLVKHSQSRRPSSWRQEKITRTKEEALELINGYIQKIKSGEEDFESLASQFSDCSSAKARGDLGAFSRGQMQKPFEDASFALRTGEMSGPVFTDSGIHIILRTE
GLS inh – glutaminase GLS (human) inhibition. GLS enzymatic activity, qHTS titration. Potency, µM (doses to about 45.5 µM), without a hit: at the highest dose activity change, negative = inhibition, usual class: inhibitors. 410,000 compounds, 0.21% hits; further: potency means the concentration at half of the fitted maximal effect; on the % scale 0 is the no-effect control and ±100 the full control effect
Target sequence (O94925 whole entry, looked up): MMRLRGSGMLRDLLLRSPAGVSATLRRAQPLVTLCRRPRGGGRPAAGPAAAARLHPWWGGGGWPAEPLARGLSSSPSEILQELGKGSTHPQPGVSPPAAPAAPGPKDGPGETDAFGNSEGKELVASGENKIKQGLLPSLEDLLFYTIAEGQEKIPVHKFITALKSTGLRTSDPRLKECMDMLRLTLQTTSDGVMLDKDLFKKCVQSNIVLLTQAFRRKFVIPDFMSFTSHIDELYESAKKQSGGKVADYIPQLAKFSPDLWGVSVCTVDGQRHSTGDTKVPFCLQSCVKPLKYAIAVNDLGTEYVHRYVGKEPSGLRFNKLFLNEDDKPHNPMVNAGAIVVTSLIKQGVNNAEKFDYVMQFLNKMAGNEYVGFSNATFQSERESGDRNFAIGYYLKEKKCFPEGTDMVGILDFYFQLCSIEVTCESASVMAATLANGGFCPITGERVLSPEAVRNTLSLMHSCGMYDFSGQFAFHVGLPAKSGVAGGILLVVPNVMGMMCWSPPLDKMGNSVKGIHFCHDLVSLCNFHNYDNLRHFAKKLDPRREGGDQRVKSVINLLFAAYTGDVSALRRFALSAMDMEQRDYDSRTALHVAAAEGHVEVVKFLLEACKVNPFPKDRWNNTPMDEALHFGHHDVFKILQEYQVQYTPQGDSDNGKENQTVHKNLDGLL
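Two-point fluorescence kinetic (t0, 30 min RT) for hKGA; glutamate detected via glutamate oxidase–HRP–Amplex Red. Substrate: 1 mM L-glutamine solution; buffer 45 mM KH2PO4, pH 8.2.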
* = called active by the depositor; i = inactive; ? = inconclusive; . = no result given; [ ] = remark or other dose. Unless noted, the call rests on the fitted dose curve; in most records, active means well fitted curve in the direction sought with a large enough effect; inconclusive means small, poorly fitted or top-dose-only effect, or another doubt; inactive means no such curve, though single readings can be large; an effect the other way counts as inactive or inconclusive.

SMILES | PI4K2A block | ERG-DNA inh | JMJD2A Tudor | G9a inh | HP1b binding inh | BAZ2B inh | PGK inhibitor | Pin1 inhibitor | GLS inh
Cn1ccnc1C(O)c1ccccc1 (centres undefined) | 0 | 1% | -5%[57.1 µM] | ? | -5% | -22% | -14% | 5% | -10%
O=C(OCC#CCSc1nnc(-c2cccc3ccccc23)o1)c1cccc2[nH]ccc12 | 3 | . | -23% | 6%[12.7 µM] | 27% | 11% | -7% | 24% | -1%
COC(=O)c1ccccc1NC(=S)N(Cc1ccc2c(c1)OCO2)Cc1cc2cccc(C)c2[nH]c1=O | -1 | -5% | -22% | 24%[59 µM] | 13% | -37% | -17% | 35%[activator] | 1%
O=C(N/N=C/c1c[nH]c2ccccc12)c1ccn[nH]1 | -1 | 4% | -3% | 3% | 38% | -10% | 0% | 0% | 21%
O=C(COC(=O)c1c2c(nc3ccccc13)/C(=C\c1cccs1)CCC2)Nc1ccccc1 | 2 | 24% | 4% | 36%[59 µM] | 61%[activator] | 15% | 1% | 47%[activator] | 2%
CCN(C(=O)Cn1cnc2sc(C)c(S(=O)(=O)N3CCN(c4ncccn4)CC3)c2c1=O)c1ccccc1F | 2 | 2% | -6% | 2%[59 µM] | 47%[activator] | -2% | -6% | -3% | -8%
COc1ccc(CNC(=O)CS(=O)CC(=O)O)cc1OC (centres undefined) | 1 | 14% | -15% | ? | 29% | ? | -4% | -2% | 3%
CC(/C=N/Nc1ccc2nncn2n1)=C\c1ccccc1 | 4 | -2% | -24% | -31% | 61%[activator] | ? | -7% | 3% | -7%
COCCNC(=O)CCCn1c(=O)c2ccccc2n(CC(=O)NCCC2=CCCCC2)c1=O | 7 | ? | 3%[11.4 µM] | -2%[12.7 µM] | 11% | 14% | 1% | -3% | 1%
N=C1C(c2ccccc2)=C(O)CN1c1ccc2c(c1)OCO2 | -3 | . | -19% | 9%[2.33 µM] | 31% | -9% | i | -12% | -10%
O=C(CN1CCSCC1)N/N=C/c1ccccc1F | 3 | -6% | 3.2µM* | 1%[12.7 µM] | ? | 50µM* | -4% | 2% | -22%
CSc1ccc(/C=N/n2c(C)nnc2C)cc1 | 2 | -6% | 1% | ? | 10% | -4% | 4% | 5% | 6%
Cc1nc2ccccc2nc1N1CCCCC1 | 1 | -2% | 63%[activator] | 64%[activator] | 96% | 44%[activator] | 0% | 1% | 8%
CCC(C)[C@H](NC(=O)[C@@H]1Cc2ccccc2CN1)C(=O)Nc1ccc2c(c1)OCO2 (some centres undefined) | 1 | 4% | -32% | . | 39%[activator] | ? | 2% | 2% | 1%
O=C(COc1ccc([N+](=O)[O-])cc1)Nc1ccc2[nH]c(=O)[nH]c2c1 | 3 | 20% | -3% | ? | 27% | -4% | -8% | 0% | 3%
CCOc1cccc(/C=C/C(=O)O)c1 | 0 | 18% | -1% | -9% | 45%[activator] | 6% | 5% | -2% | 0%
O=C(O)c1cccc(NC(=O)c2cc3cc(Br)cc(Br)c3oc2=O)c1 | -6 | 1% | -16% | -50%[59 µM] | 7% | -11% | . | -12% | -1%
CCOC(=O)c1cnn(-c2c(Cc3ccccc3)c(C)nc3c(-c4ccccc4)c(C)nn23)c1N | -5 | -4% | -8% | 4%[59 µM] | 31% | 5% | i | 1% | 2%
COC(=O)c1ccc(N2CCN(C)CC2)c(NC(=O)COc2ccc(C)cc2)c1 | 5 | 0% | -24% | ? | -2% | -15% | -1% | -9% | 8%
Cc1ccc(C(=O)Nc2nnc(-c3ccncc3)s2)o1 | 0 | -10% | -7% | 10%[12.7 µM] | 25% | 3% | 5% | 50%[activator] | 2%

A run of entries of the results above, as a working copy:
SMILES | PI4K2A block | ERG-DNA inh | JMJD2A Tudor | G9a inh | HP1b binding inh | BAZ2B inh | PGK inhibitor | Pin1 inhibitor | GLS inh
Cn1ccnc1C(O)c1ccccc1 (centres undefined) | 0 | 1% | -5%[57.1 µM] | ? | -5% | -22% | -14% | 5% | -10%
O=C(OCC#CCSc1nnc(-c2cccc3ccccc23)o1)c1cccc2[nH]ccc12 | 3 | . | -23% | 6%[12.7 µM] | 27% | 11% | -7% | 24% | -1%

One compound at a time (already shown). Values in the order: PI4K2A block, ERG-DNA inh, JMJD2A Tudor, G9a inh, HP1b binding inh, BAZ2B inh, PGK inhibitor, Pin1 inhibitor, GLS inh
Profile of Cc1nc2ccccc2nc1N1CCCCC1 = 1, -2%, 63%[activator], 64%[activator], 96%, 44%[activator], 0%, 1%, 8%
Profile of COCCNC(=O)CCCn1c(=O)c2ccccc2n(CC(=O)NCCC2=CCCCC2)c1=O = 7, ?, 3%[11.4 µM], -2%[12.7 µM], 11%, 14%, 1%, -3%, 1%

Next records follow.
SMILES | PI4K2A block | ERG-DNA inh | JMJD2A Tudor | G9a inh | HP1b binding inh | BAZ2B inh | PGK inhibitor | Pin1 inhibitor | GLS inh
Cn1c(=O)[nH]c(=O)c2c1nc(N1CCOCC1)n2CCc1ccccc1 | -1 | 2% | 0% | 6% | 22% | -17% | -4% | -1% | 0%
Cc1c(NC(=O)c2ccc3c4c(cccc24)CC3)c(=O)n(-c2ccccc2)n1C | 0 | . | -35% | 0%[12.7 µM] | -20% | -2% | . | 1% | -6%
Cc1ccc(OCCN2CCN(C)CC2)c([N+](=O)[O-])c1 | -3 | . | 3.5µM* | 2.5µM* | -45% | 50µM* | 0% | 3% | 1%
Cc1ccc(Nc2nc(NCCCN3CCOCC3)nc(N)c2[N+](=O)[O-])cc1 | -5 | 6% | -11% | -5%[59 µM] | 12% | 3% | i | 0% | -1%
C[C@@H]1CN([C@H](C)CO)C(=O)c2cc(NC(=O)Nc3ccc(C(F)(F)F)cc3)ccc2O[C@H]1CN(C)S(=O)(=O)c1ccc(Cl)cc1 | -2 | -10% | -22% | . | 34% | . | 13% | 38%[activator] | -1%
C[C@]12C(=O)N(c3ccc(Br)cc3)C(=O)N1[C@@H]1c3ccccc3OC[C@@H]1[C@H]2c1ccccc1 | 1 | 0% | -25% | . | 9% | -9% | 1% | 9% | 1%
CCC(C)(C)NC(=O)C(c1cccn1C)N(C(=O)Cn1nnc2ccccc21)c1ccc(F)cc1 (centres undefined) | 5 | 0% | -15% | -46% | 23% | -5% | -5% | 2% | -2%
CCOc1ccccc1N(CC(=O)O)S(=O)(=O)c1ccc(C)cc1 | 0 | -2% | 1% | -8%[12.7 µM] | 53%[activator] | -7% | 11% | 7% | -2%
CCn1c(CNC(=O)c2cccc(C)c2)nnc1SCC(=O)NC1CCCCC1C (centres undefined) | 6 | 4% | -1% | 19%[12.7 µM] | 9% | 1% | -1% | 6% | 7%
C=CCNS(=O)(=O)c1sccc1/C=N/O | 2 | -5% | -10% | -2%[59 µM] | 6% | 22% | -7% | 0% | 33%[activator]
C[C@H]1C=C(C(=O)NCc2nc3ccccc3[nH]2)O[C@@H](OCCCCO)C1 | 0 | -9% | -27% | . | 25% | . | -6% | -3% | 2%
COc1ccc(OCC(O)Cn2c(NCCO)nc3c2c(=O)n(C)c(=O)n3C)cc1 (centres undefined) | -1 | 3% | -12% | -1%[59 µM] | 14% | 2% | -8% | 5% | 9%
C#CCOCCOCCOCCNc1nc(N2CCN(C(=O)[C@H](CCCCN)n3cc(CN)nn3)CC2)nc(N2CCN(C(=O)[C@H](CCCCN)n3cc([C@@H](N)[C@H](C)CC)nn3)CC2)n1 | 0 | -10% | -35% | . | 29% | . | 7% | 1% | 2%
COc1ccc(NC(=O)Nc2nnc(N3CCCCCC3)s2)c(OC)c1 | -1 | 0% | -2% | ? | 49%[activator] | -27% | -7% | -6% | 0%
Cc1nc2c(C(=O)NCCc3ccccc3)c[nH]n2c(=O)c1Cc1ccccc1F | 1 | 2% | -26% | 5%[59 µM] | 19% | -8% | -5% | ? | 0%
CCOC(=O)CNC(=O)COc1coc(CN2CCN(c3ccccc3F)CC2)cc1=O | 1 | -6% | -3% | 13%[0.501 µM] | 66%[activator] | -4% | -2% | 7% | 1%
Cc1ccc(OCC(=O)OCc2cc(=O)n3nc(C4CC4)sc3n2)cc1C | -2 | 2% | -12% | 15%[59 µM] | 22% | -10% | 10% | 10% | 15%
COc1cc(CNCCc2ccccc2F)ccc1OCc1ccc(Cl)nc1 | -6 | -17% | -15% | -8%[12.7 µM] | 15% | 5% | 4% | 0% | -11%
Nc1c(C(=O)NCc2ccccc2)sc2nc3c(cc12)C(=O)CCC3 | 4 | -1% | -26% | . | 22% | -1% | -3% | 13% | 10%
N#C/C(=C(/O)C(Cl)c1ccccc1)c1nc2ccccc2s1 (centres undefined) | 2 | -8% | -28% | -41%[12.7 µM] | 36% | ? | 4% | ? | 17%
C=CCOC(=O)Nc1ccc(Cl)cc1NC(=O)OCC=C | 6 | 5% | 5% | -25%[12.7 µM] | 44%[activator] | 1% | -1% | 1% | 2%
CCn1cc2nc(SCc3cc(C)ccc3C)n(Cc3ccc(C)cc3)c(=O)c2n1 | 2 | 1% | -20% | -3%[59 µM] | -5% | 0% | -10% | 10% | -15%
CC(C)(C)c1ccc(C2/C(=C(\O)c3ccc4c(c3)OCCO4)C(=O)C(=O)N2CCCN2CCOCC2)cc1 (centres undefined) | -2 | 13% | -15% | 10% | 60%[activator] | -12% | -5% | -11% | -1%
